Source: PubChem
D2 ag: D2 dopamine receptor (human) agonism | P14416 | HEK293 T-REx D2 cells, calcium flux agonist mode | activation, % at 2 µM | 340,000 compounds, 0.53% hits;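 active = activation over 3 SD above normal in the single-dose calcium agonist read, cut at about 30% in these data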; note: 0% is about no effect
Target sequence (P14416 whole entry, looked up): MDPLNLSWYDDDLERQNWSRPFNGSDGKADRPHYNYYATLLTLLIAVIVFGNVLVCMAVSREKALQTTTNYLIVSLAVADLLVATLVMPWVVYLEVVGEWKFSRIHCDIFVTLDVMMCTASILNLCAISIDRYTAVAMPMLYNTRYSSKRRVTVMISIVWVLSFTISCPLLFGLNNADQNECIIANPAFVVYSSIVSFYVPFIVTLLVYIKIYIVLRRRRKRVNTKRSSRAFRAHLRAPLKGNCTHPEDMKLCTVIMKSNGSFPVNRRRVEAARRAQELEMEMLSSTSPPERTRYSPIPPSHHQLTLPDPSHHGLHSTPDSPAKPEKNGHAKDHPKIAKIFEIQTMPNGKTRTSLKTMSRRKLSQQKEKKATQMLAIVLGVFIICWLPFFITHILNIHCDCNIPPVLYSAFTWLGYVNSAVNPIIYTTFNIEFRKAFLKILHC
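Agonism scored from kinetic calcium signal (1 read/sec, 180 s) following compound pin transfer, after a 10 s baseline. Cells: HEK293 Trex line expressing inducible D2 receptor coupled to calcium, dye-loaded after overnight culture at 30 C.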
PI4K2A inh: PI4K2A (human) kinase inhibition. Q9BTU6. purified PI4K2A, ADP-Glo luminescence, 1 h; hits give low values. activity change, negative = inhibition, % at 76.9 µM. 420,000 compounds, 0.13% hits. AID 1346378; in the data active = activity change below about -50%; inconclusive = mostly about -30% to -49%;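 note: -100% = wells without enzyme as full effect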
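ADP-Glo luminescence measured ADP generated by PI4K2A enzyme (4 ug/mL before mixing) with 1.2 mM PI substrate (pre-mix) and 300 microM ATP (pre-mix). Tris pH7.5 buffer with MgCl2, Triton X-100; 1 h reaction at ambient temperature.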
USP1 inh: blocks the human USP1/UAF1 deubiquitinase complex | O94782 | recombinant USP1/UAF1, Ub-Rhodamine cleavage fluorescence | Potency, µM (doses to about 57.1 µM), for inactives: top-dose activity change, negative = inhibition, most hits filed as inhibitors | 390,000 compounds, 0.23% hits; note: potency is the fitted concentration of half-maximal effect; % is set by controls: 0 for no effect and ±100 for the full control effect; nearly all actives have a fitted effect of over 60% in size; inactives centre near -12
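1 nM enzyme complex + cpd, 15 min RT; start with Ub-Rho 150nM final; kinetic fluorescence ex 480/em 540, 6 reads q60 s. Buffer 50mM HEPES pH 7.8, 0.5mM EDTA, 0.1 mg/ml BSA, 1mM TCEP, 0.01% Tween-20.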
rTrxR1 inhibitor: rat TrxR1 inhibition. 390,000 compounds, 1% hits. Potency, µM (titrated, usually from 114 µM), for inactives: at the top dose activity change, negative = inhibition, most hits filed as inhibitors. recombinant rTrxR1, NADPH fluorescence consumption, selenite substrate. O89049; note: potency is the fitted concentration of half-maximal effect; % is set by controls: 0 for no effect and ±100 for the full control effect; nearly all actives have a fitted effect of over 65% in size
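Rat TrxR1 (90 nM in the dispensed reagent) was pre-reduced with 400 uM NADPH for 5 min at room temperature, then incubated with compound for 15 min. After 400 uM selenite was added, NADPH fluorescence (Ex 340/Em 450 nm) was followed for 8 min.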
TRHR agonist: activates the human TRH receptor. 360,000 compounds, 0.18% hits. P34981. TRHR cells, calcium flux fluo-8, FDSS agonist mode. AID 493084. activation, % at 2 µM; in the data active = activation above about 30%; note: 0% is about no effect
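Agonist-mode FDSS calcium read (Ex 480/Em 530, 1 s cycles) in 1536-well TRHR cells with fluo-8 dye, after 10-cycle baseline and 23 nL compound addition; TRH at EC20 (10 nM final) added afterwards for the enhancer phase.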
TRHR PAM: allosteric enhancers of human TRH receptor; P34981; TRHR cells, fluo-8 calcium fluorescence, EC20 TRH enhancement; enhancement, % at 2 µM; 360,000 compounds, 0.66% hits; in the data active = enhancement above about 30%; note: 0% is about no effect
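Enhancer read-out: after compound pinning and an initial kinetic agonist-mode read, an EC20 of TRH (10 nM final) was injected and fluo-8 calcium signal (Ex 480/Em 530) followed at 1 s/cycle for 100 cycles in TRHR-expressing cells.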
D2 antag: antagonizes the human D2 dopamine receptor | 340,000 compounds, 2% hits | HEK293 TREx D2 cells, calcium flux, dopamine EC80 | AID 485344 | P14416 | inhibition, % at 10 µM; in the data active = inhibition above about 30%; note: 0% is about no effect
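Inhibition of EC80 dopamine-driven calcium flux, recorded kinetically, defines activity here; cells are a tetracycline-induced HEK293 T-REx line expressing force-coupled D2.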
TrxR1 substrate: rat thioredoxin reductase 1 substrate activity. Potency, µM (titrated, usually from 114 µM), for the others: top-dose activity change, negative = substrate turnover. AID 588456. O89049. 390,000 compounds, 0.01% hits. purified TrxR1 substrate turnover, NADPH consumption readout; note: potency is the fitted concentration of half-maximal effect; % is set by controls: 0 for no effect and ±100 for the full control effect; nearly all actives have a fitted effect of over 50% in size
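Rat TrxR1, dispensed at 90 nM, was prereduced with 400 uM NADPH (final) for 5 min at ~22 deg C, then incubated with compound 15 min before 400 uM selenite. A first-read NADPH fluorescence drop versus no-compound background flagged substrates.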
IDH1 R132H inh: inhibitors of human mutant IDH1 R132H; O75874; 390,000 compounds, 0.093% hits; IDH1-R132H enzyme, NADPH consumption, diaphorase/resazurin fluorescence; Potency, µM (titrated, usually from 76.6 µM), for inactives: at the top dose activity change, negative = inhibition, usual class: inhibitors; AID 602179; note: potency is the fitted concentration of half-maximal effect; % is set by controls: 0 for no effect and ±100 for the full control effect; nearly all actives have a fitted effect of over 65% in size
Target sequence (O75874 whole entry R132H, stated change not applied): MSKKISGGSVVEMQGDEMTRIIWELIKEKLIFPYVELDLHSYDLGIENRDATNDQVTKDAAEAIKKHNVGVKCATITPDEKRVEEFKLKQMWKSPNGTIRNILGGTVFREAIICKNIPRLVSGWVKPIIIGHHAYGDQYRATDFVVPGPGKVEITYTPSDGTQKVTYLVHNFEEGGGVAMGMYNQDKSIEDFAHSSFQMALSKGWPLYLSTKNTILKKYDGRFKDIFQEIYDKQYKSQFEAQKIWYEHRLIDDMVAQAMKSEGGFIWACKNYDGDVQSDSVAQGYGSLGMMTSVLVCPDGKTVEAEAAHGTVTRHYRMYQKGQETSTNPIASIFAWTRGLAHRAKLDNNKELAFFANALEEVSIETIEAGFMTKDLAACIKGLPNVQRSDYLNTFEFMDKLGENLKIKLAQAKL
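IDH1-R132H (0.5 ug/mL dispensed) in pH 7.5 Tris buffer was preincubated 30 min with compound, then given a substrate mix of 0.016 mM NADPH and 2 mM alpha-KG for 80 min at room temperature; remaining NADPH was read by diaphorase/resazurin fluorescence.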
Numbers without * were called inactive; u = inconclusive; x = no result given; & = joins results of further samples; [ ] = dose if it differs, or a comment. Unless noted, calls come from the whole dose curve; as a rule, active = well fitted inhibition curve with a large enough effect; inconclusive = small, poorly fitted or top-dose-only effect; inactive = no such curve, though single readings can be large or run the other way.

SMILES	D2 ag	PI4K2A inh	USP1 inh	rTrxR1 inhibitor	TRHR agonist	TRHR PAM	D2 antag	TrxR1 substrate	IDH1 R132H inh
Cc1cc(NC(=O)COC(=O)C2CCN(S(=O)(=O)c3c(Cl)cccc3Cl)CC2)no1	0.1	6	-15%	0%[57.1 µM]	-0.7	6	-7	8%[57.1 µM]	5%
Cc1ccc(CNC(=O)CCNS(=O)(=O)c2ccc(C)cc2)cc1	-1.6	3	-7%	-8%	-1.0	-1	7	-6%	1%
CS(=O)(=O)N1CCN(c2ccc([N+](=O)[O-])cc2F)CC1	0.3	-5	-11%	4%[57.1 µM]	-0.6	-12	-10	-1%[57.1 µM]	-6%
O=[N+]([O-])c1cc(C(F)(F)F)ccc1Sc1ccc2ccccc2n1	-2.0	-2	-7%	11%	0.0	-6	5	1%	11%
O=S(=O)(Nc1cccc(Cl)c1)c1ccc2oc(=S)[nH]c2c1	8.5	1	-4%	-5%[57.1 µM]	1.1	-4	3	-2%[57.1 µM]	-11%
Cc1onc(-c2ccccc2)c1-c1nnc(-c2ccccc2C(F)(F)F)o1	0.8	4	-23%	24%	0.4	-4	3	2%	4%
O=C(c1ccccc1)c1cc(F)c(N2CCOCC2)cc1Cl	-0.2	12	-23%	9%	0.4	-1	-1	-4%	3%
COc1ccc(/C=C/C2=NNC(=O)CC2)cc1	0.0	-2	4%	7%[57.1 µM]	-0.2	-5	-6	-14%	3%
CSCC[C@H](NC(=O)CC(C)(C)C)c1nc2ccccc2[nH]1	-0.1	0	-12%	-4%[11.4 µM]	-0.4	1	-28	14%[57.1 µM]	-3%
Cc1cc(C)cc(OCCSc2nc3ccc(NC(=O)c4cccs4)cc3s2)c1	3.7	-1	2%	24%	0.5	-6	x	8%	-1%
CCOC(=O)N1CCN(C(=O)CCc2ccc(S(=O)(=O)NC(C)(C)C)cc2)CC1	-1.0	1	-16%	23%	0.0	8	28	2%	-1%
CC1CCCN(CCCNS(=O)(=O)c2ccc3c(c2)CCN3C(=O)C2CC2)C1 (configuration not stated)	-0.6	-13	-17%	17%	-0.1	-3	-4	7%	0%
CCOC(=O)c1c(C)[nH]c(C)c1S(=O)(=O)N1CCCC(C(=O)NCc2ccc(C)cc2)C1 (configuration not stated)	0.1	1	-1%	14%[57.1 µM]	-0.5	-2	x	-3%[57.1 µM]	-2%
O=C1CSc2ccc(C(=O)O)cc2N1	0.0	1	-4%	-16%	0.5	-5	-9	-14%	-3%
CCOc1ccc(N(CC(=O)Nc2ccccc2Cl)S(C)(=O)=O)cc1	4.1	-3	-18%	37%[2.29 µM]	-0.5	9	1	9%	8%
CC1(C)Cc2c(sc3ncn4nc(-c5ccco5)nc4c23)CO1	x	-1	-16%	15%	x	x	x	19%	0%
COCCCN(C(=S)Nc1cc(Cl)cc(Cl)c1)C(C)c1ccncc1 (configuration not stated)	0.5	-2	-20%	-11%	0.2	-1	3	-6%	9%
O=C(NCc1ccncc1)C(=O)NCC(c1ccco1)N1CCN(c2ccccc2)CC1 (configuration not stated)	18	2	-14%	11%	0.8	1	-3	1%	1%
O=C(Nc1ccccc1C(=O)OCc1nnc(-c2ccccc2)o1)c1ccco1	0.7	3	-12%	5%	0.5	0	-6	-4%	2%
COc1ccc(C)cc1S(=O)(=O)n1ccnc1C	0.1	6	-5%	-11%	0.1	-2	9	-7%	-6%

Nine of these compounds, reformatted:
| canonical_smiles | D2 ag | PI4K2A inh | USP1 inh | rTrxR1 inhibitor | TRHR agonist | TRHR PAM | D2 antag | TrxR1 substrate | IDH1 R132H inh |
| --- | --- | --- | --- | --- | --- | --- | --- | --- | --- |
| Cc1cc(NC(=O)COC(=O)C2CCN(S(=O)(=O)c3c(Cl)cccc3Cl)CC2)no1 | 0.1 | 6 | -15% | 0%[57.1 µM] | -0.7 | 6 | -7 | 8%[57.1 µM] | 5% |
| Cc1ccc(CNC(=O)CCNS(=O)(=O)c2ccc(C)cc2)cc1 | -1.6 | 3 | -7% | -8% | -1.0 | -1 | 7 | -6% | 1% |
| CS(=O)(=O)N1CCN(c2ccc([N+](=O)[O-])cc2F)CC1 | 0.3 | -5 | -11% | 4%[57.1 µM] | -0.6 | -12 | -10 | -1%[57.1 µM] | -6% |
| O=[N+]([O-])c1cc(C(F)(F)F)ccc1Sc1ccc2ccccc2n1 | -2.0 | -2 | -7% | 11% | 0.0 | -6 | 5 | 1% | 11% |
| O=S(=O)(Nc1cccc(Cl)c1)c1ccc2oc(=S)[nH]c2c1 | 8.5 | 1 | -4% | -5%[57.1 µM] | 1.1 | -4 | 3 | -2%[57.1 µM] | -11% |
| Cc1onc(-c2ccccc2)c1-c1nnc(-c2ccccc2C(F)(F)F)o1 | 0.8 | 4 | -23% | 24% | 0.4 | -4 | 3 | 2% | 4% |
| O=C(c1ccccc1)c1cc(F)c(N2CCOCC2)cc1Cl | -0.2 | 12 | -23% | 9% | 0.4 | -1 | -1 | -4% | 3% |
| COc1ccc(/C=C/C2=NNC(=O)CC2)cc1 | 0.0 | -2 | 4% | 7%[57.1 µM] | -0.2 | -5 | -6 | -14% | 3% |
| CSCC[C@H](NC(=O)CC(C)(C)C)c1nc2ccccc2[nH]1 | -0.1 | 0 | -12% | -4%[11.4 µM] | -0.4 | 1 | -28 | 14%[57.1 µM] | -3% |

The results go on:
SMILES	D2 ag	PI4K2A inh	USP1 inh	rTrxR1 inhibitor	TRHR agonist	TRHR PAM	D2 antag	TrxR1 substrate	IDH1 R132H inh
CCc1ccc(CNC(=O)C(=O)NCC2CCCO2)cc1 (configuration not stated)	0.5	-1	0%	12%	-0.6	-4	-16	-3%	7%
CC(C)Sc1nnc(-c2c[nH]c3ccccc23)n1C	-1.0	-5	-2%	9%[57.1 µM]	-0.8	-9	19	5%[57.1 µM]	14%
COc1cccc(-c2csc(NC(=O)Nc3ccccc3)n2)c1	x	0	-18%	16%	1.1	4	x	-1%	0%
CCC(Sc1nc2ccsc2c(=O)n1-c1ccc(Cl)c(C)c1)C(=O)NCc1ccco1 (configuration not stated)	0.6	-2	-6%	u	-0.4	-5	2	0%	-4%
COc1cccc(-n2c(SCC(=O)Nc3cc(C)on3)nc3ccccc3c2=O)c1	0.8	11	2%	-57%[57.1 µM]	0.2	-2	-1	5%[57.1 µM]	-1%
COc1ccc(-c2cc(C(=O)Nc3cccc(C(C)=O)c3)no2)cc1	0.0	-5	-15%	22%	0.6	-7	0	6%	3%
COc1ccc(NC(=O)Nc2cccc3c2O[C@H](CN(C)C(=O)Nc2ccc(OC)cc2)[C@@H](C)CN([C@H](C)CO)C3=O)cc1	x	-2	u	-4%[57.1 µM]	x	x	x	4%[57.1 µM]	7%
CCOC(=O)C1(CCCc2ccccc2)CCN(C(=O)c2ocnc2C)CC1	0.8	3	-11%	18%[11.4 µM]	0.4	-6	-3	10%[11.4 µM]	5%
CC1(C)CC(=O)C2=C(C1)OC(N)=C(C#N)C2c1ccoc1 (configuration not stated)	x	-4	-25%	-5%	0.2	-1	x	-3%	4%
O=C(O)COc1ccc(/C=N/NC(=O)C(O)(c2ccccc2)c2ccccc2)cc1	-0.2	-4	-20%	23%[57.1 µM]	0.7	6	-4	-15%[57.1 µM]	6%
O=C(NCc1ccc2c(c1)OCO2)c1cc(-c2ccccc2Cl)on1	-0.2	4	-11%	24%[57.1 µM]	2.5	-2	-11	5%[57.1 µM]	-1%
CCn1cc(C(=O)N2CC(C)CC(C)C2)c(=O)c2cc(S(=O)(=O)N(C)C)ccc21 (configuration not stated)	1.5	-4	-4%	15%[57.1 µM]	0.3	-1	15	5%[57.1 µM]	15%
CCC(=O)N1CCc2cc(S(=O)(=O)NC(CC(C)C)C(=O)NCCc3cccc(C)c3)ccc21 (configuration not stated)	0.7	-17	-26%	12%	-1.0	-6	x	1%	1%
C=CCn1c(=S)[nH]c2ccccc2c1=O	0.3	1	-15%	4%	0.2	-4	-10	5%[0.457 µM]	2%
Cc1nn(CC(=O)Nc2sc3c(c2C#N)CCC(C(C)(C)C)C3)c(C)c1[N+](=O)[O-] (configuration not stated)	0.4	-1	-11%	5%	0.2	-3	0	0%	3%
CCOc1ccc(N2C(=O)CC(C(C)c3ccccc3)C2=O)cc1 (configuration not stated)	1.1	-2	-18%	13%	-0.4	-5	-13	0%	7%
Cc1ccc(NC(=O)COC(=O)C2CC2)c(Br)c1	-0.2	1	-7%	29%[57.1 µM]	0.1	1	-6	6%[57.1 µM]	4%
CCOC(=O)CN1CCC(c2cc(-c3ccc(Cl)cc3)n[nH]2)CC1	1.1	-4	-12%	13%	2.7	-2	-34	9%	0%
Cn1c(=O)c2c(ncn2CC(=O)N/N=C/C(Cl)=C/c2ccccc2)n(C)c1=O	0.9	-1	-4%	-25%	1.1	4	-10	-21%	-9%
COc1ccc(-c2nc3c(c(SCC(=O)Nc4cccc(O)c4)n2)Cc2c(CO)cnc(C)c2O3)cc1	0.1&1.0	-18&-7	-8%&-9%	u	0.7&-0.2	1&7	9	-5%&-10%	-2%&2%
COc1ccc(C/C(N)=N/n2cnnc2)cc1	0.4	-1	-3%	4%	1.3	3	-14	8%	-1%
CCOC(=O)c1sc(N)c(C#N)c1CSc1nc2ccc(C)cc2[nH]1	0.7	-1	1%	1%[57.1 µM]	-0.1	-5	7	5%[57.1 µM]	3%
COc1ccc(OC)c(-n2nnnc2SCC(=O)Nc2ccccc2N2CCOCC2)c1	0.1	4	1%	35%	-0.4	3	3	4%	1%
